BH1578 lux ind = inducers of Vibrio cholerae quorum light production without autoinducers, primary screen, BH1578 luxS cqsA deficient, single point; V. cholerae BH1578 lux reporter, luminescence, 6 h; activation, % at 18.7 µM; hit rate 0.16% among 350,000; AID 588436, 2011; in the data active = activation mostly above about 9.7%, no sharp cut-off; note: not every result past the cut was called active; inactives centre near 0; reference of the scale not given here
Rv3671c protease = Rv3671c serine protease inhibitors, primary screen, biochemical, fluorescence polarization, M. tuberculosis H37Rv; P9WHR9; inhibition, % at 5.96 µM; hit rate 0.048% among 320,000; in the data active = inhibition above about 38%;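 note: extracellular domain of Rv3671c used as enzyme; 0% = enzyme with DMSO and 100% = no enzyme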
Target sequence (P9WHR9 whole entry, looked up, the tested form may be a part): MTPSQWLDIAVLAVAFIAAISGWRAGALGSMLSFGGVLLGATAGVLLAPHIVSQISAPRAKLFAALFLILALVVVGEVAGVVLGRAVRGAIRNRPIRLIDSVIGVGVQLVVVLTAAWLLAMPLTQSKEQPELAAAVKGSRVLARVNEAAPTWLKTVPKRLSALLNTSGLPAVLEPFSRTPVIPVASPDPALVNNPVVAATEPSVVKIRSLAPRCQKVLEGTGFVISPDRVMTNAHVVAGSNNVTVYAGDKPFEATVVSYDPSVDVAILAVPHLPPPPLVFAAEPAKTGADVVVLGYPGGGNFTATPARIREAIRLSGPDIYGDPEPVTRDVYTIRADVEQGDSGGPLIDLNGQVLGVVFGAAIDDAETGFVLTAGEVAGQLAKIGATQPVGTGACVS
MazF activator = activators of E. coli MazEF toxin-antitoxin RNase, primary screen, biochemical, fluorescence, uHTS. Endoribonuclease toxin MazF (Escherichia coli (strain K12)), P0AE70. FAM/BHQ RNA-DNA oligo cleavage fluorescence, 5 h. activation, % at 20 µM. hit rate 0.32% among 350,000; in the data active = activation above about 50%
Target sequence (P0AE70 whole entry, looked up): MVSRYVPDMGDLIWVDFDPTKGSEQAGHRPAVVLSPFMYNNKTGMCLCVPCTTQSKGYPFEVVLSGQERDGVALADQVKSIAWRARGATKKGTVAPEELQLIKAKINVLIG
PriA SSB inh = inhibitors of Klebsiella pneumoniae PriA binding to SSB C-terminal tail, primary screen, biochemical, AlphaScreen | AlphaScreen SSBct-PriA binding, biotinylated peptide | inhibition, % at 33 µM | PriA–SSB C-terminal tail interaction (Klebsiella pneumoniae) | hit rate 0.6% among 430,000; in the data active = inhibition mostly above about 37%, no sharp cut-off; inactive = mostly below about 20%;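 note: plate controls were negative control peptide for no effect and reference peptide for full effect; strong numbers were not always called active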
GDH-TPI inh = GDH-TPI coupling enzyme inhibitors, primary screen, artefact control for M. tuberculosis FBA inhibitor project, biochemical, absorbance, full deck; GDH-TPI coupled enzyme counterscreen, NADH absorbance; inhibition, % at 4.8 µM; hit rate 1.2% among 360,000; AID 588335, 2011; in the data active = inhibition above about 30%;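 note: 0% = DMSO wells and 100% = wells lacking the enzyme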
UGM FP inh = M. tuberculosis UGM enzyme inhibitors, primary screen, biochemical, fluorescence polarization, single point; inhibition, % at 10 µM; hit rate 0.06% among 320,000; purified UGM, fluorescence polarization probe displacement; AID 504406, 2011; in the data active = inhibition above about 10%, passing the limit was not always enough
VHR inh abs = VHR1 phosphatase inhibitors, primary screen, biochemical, absorbance, uHTS | Dual specificity protein phosphatase 3 (Homo sapiens), P51452 | recombinant VHR phosphatase, pNPP absorbance | inhibition, % at 13.3 µM | hit rate 0.52% among 290,000 | AID 1654, 2009; in the data active = inhibition above about 50%; note: some compounds called inactive have numbers as strong as hits
Target sequence (P51452 whole entry, looked up): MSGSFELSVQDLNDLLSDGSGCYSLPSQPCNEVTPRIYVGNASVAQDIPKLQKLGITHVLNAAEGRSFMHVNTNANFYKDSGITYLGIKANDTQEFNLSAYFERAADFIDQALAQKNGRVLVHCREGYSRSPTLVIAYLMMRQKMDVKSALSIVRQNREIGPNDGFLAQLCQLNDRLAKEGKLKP
Mtb BioA inh = M. tuberculosis BioA enzyme inhibitors, primary screen, biochemical, plate reader, single point, HTS; hit rate 0.096% among 360,000; purified M. tuberculosis BioA enzyme; inhibition, % at 9.99 µM; in the data active = inhibition above about 40%
3CLpro inhibitor = SARS-CoV 3CLpro protease inhibitors, primary screen, biochemical, quenched FRET | inhibition, % at 6 µM | recombinant SARS-CoV 3CLpro, quenched FRET peptide cleavage | Replicase polyprotein 1ab (Severe acute respiratory syndrome coronavirus), P0C6X7 | AID 1706, 2009 | hit rate 0.14% among 290,000; in the data active = inhibition above about 12%
FBA Mtb inh = Mtb FBA enzyme inhibitors, primary screen, biochemical, fluorescence, strain H37Rv | hit rate 2.3% among 360,000 | inhibition, % at 1 µM | purified M. tuberculosis FBA, fluorescence read-out | Fructose-bisphosphate aldolase (Mycobacterium tuberculosis (strain ATCC 25618 / H37Rv)), … | AID 588726, 2011; in the data active = inhibition above about 27%;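 note: 0% = vehicle and 100% = reference inhibitor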
Target sequence (P9WQA3 whole entry, looked up): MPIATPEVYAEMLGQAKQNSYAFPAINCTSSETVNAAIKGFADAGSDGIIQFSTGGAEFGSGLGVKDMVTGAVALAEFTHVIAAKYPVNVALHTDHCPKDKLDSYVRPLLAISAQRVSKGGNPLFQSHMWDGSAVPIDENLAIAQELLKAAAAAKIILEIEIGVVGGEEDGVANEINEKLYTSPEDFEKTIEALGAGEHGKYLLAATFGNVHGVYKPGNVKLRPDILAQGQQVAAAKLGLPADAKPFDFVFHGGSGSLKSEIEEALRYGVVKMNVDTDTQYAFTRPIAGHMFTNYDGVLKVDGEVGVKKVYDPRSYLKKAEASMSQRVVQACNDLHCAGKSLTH
Numbers without * were called inactive; i = inactive; · = no result given; & = joins results of further samples.

SMILES | BH1578 lux ind | Rv3671c protease | MazF activator | PriA SSB inh | GDH-TPI inh | UGM FP inh | VHR inh abs | Mtb BioA inh | 3CLpro inhibitor | FBA Mtb inh
Brc1c(CSc2nncn2-c2ccccc2)nc2ncccn12 | -5.6 | -5.2 | 4.2 | -12.2 | 18.6 | 1.3 | 7.0 | 2.9 | 8.7 | 83.3*
Cc1cc(NC(=O)CCN2C(=O)/C(=C\c3ccccc3)SC2=S)no1 | -0.4 | -6.5 | -12.8 | -6.5 | 17.5 | 4.2 | -6.7 | -0.8 | -2.2 | 3.5
Cc1ccccc1C(=O)NCc1nnc(SCC(=O)N2CCN(c3ccccc3)CC2)n1C | -0.4 | -5.3 | 7.6 | -14.7 | 1.9 | 1.9 | 29.6 | -1.4 | 3.1 | -2.6
NC(=O)c1c(Br)n(C2OC(CO)C(O)C2O)c2ncnc(N)c12 (centres undefined) | 5.6 | · | 7.4 | -4.4 | -4.3 | · | · | · | · | 0.4
CC(C)(C)NS(=O)(=O)c1ccc(CCC(=O)N2CCCCC2)cc1 | i | 2.1 | -0.3 | -0.6 | 8.3 | -0.1 | -3.8 | · | -2.1 | 1.9
CC(C)OCCCNC(=O)Cn1ccc2cc(S(=O)(=O)N3CCCCC3)ccc21 | -0.2 | -4.2 | -0.4 | -29.4 | 0.0 | 3.6 | 8.0 | 0.2 | 3.8 | 0.5
CCc1c(O)nc(SCC(=O)Nc2ccc(C)cc2)n(C2CCCCC2)c1=O | -0.4 | -8.4 | -24.7 | -13.9 | 4.2 | 4.9 | 3.6 | -0.8 | 3.9 | 0.5
Cc1cc(Cl)ccc1NC(=S)N1CCN(C(=O)c2ccco2)CC1 | -0.6 | -3.5 | -14.6 | 1.3 | 1.4 | -2.1 | 19.2 | 0.4 | -0.1 | 1.3
COc1ccccc1C(C)NC(=O)CCOc1cccc(C)c1 (centres undefined) | -0.4 | 2.2 | 9.6 | -17.8 | 1.3 | 6.8 | -24.0 | -1.4 | -0.2 | -1.7
O=C(O)/C=C/c1ccc2c(-c3ccccc3)onc2c1 | -0.2 | -12.5 | -5.6 | -16.0 | 8.6 | 1.4 | -5.5 | · | -0.9 | 1.6
O=C(Nc1ccc([N+](=O)[O-])cn1)C1CCCCC1 | -1.6 | -4.6 | -0.4 | -1.6 | 12.4 | -1.9 | -7.0 | 1.1 | -4.1 | 3.2
COc1ccccc1NS(=O)(=O)c1cc(NC(=O)CNC(=O)c2ccccc2)ccc1C | i | -5.4 | -5.3 | -3.8 | 8.9 | 0.0 | -3.6 | -0.5 | 4.6 | -2.6
COc1cccc(NC(=O)CN(C)C(=O)c2cc3c(s2)CCCC3)c1 | -0.9 | -5.5 | -2.1 | 2.0 | -1.0 | -0.6 | · | -0.3 | · | 2.7
O=C(NCC(=O)N1CCCCCCC1)c1ccc(Cl)cc1 | -0.3 | -4.8 | -3.9 | -16.9 | 5.7 | 1.9 | · | 0.5 | · | 2.3
Cc1cccc(NCC(O)Cn2cnc3c2c(=O)n(C)c(=O)n3C)c1 (centres undefined) | · | -3.5 | 2.2 | -2.0 | -7.8 | 1.8 | 7.2 | -0.6 | -6.3 | -5.3
Cc1csc(C(=O)O)c1-c1c(C)csc1C(=O)O | i | -9.6 | 1.2 | -4.2 | 1.6 | 1.5 | -4.1 | -1.5 | 4.4 | -2.5
CC(C)CNS(=O)(=O)c1ccc(CCC(=O)N2CCC(C(N)=O)CC2)cc1 | 0.6 | 4.7 | -5.9 | -6.6 | 2.2 | -4.0 | 8.4 | · | 4.8 | -1.7
Cc1cccc(NC(=O)c2onc3c2CCCC3)n1 | -0.1 | 5.1 | -3.7 | -5.2 | 3.6 | -0.7 | -20.2 | 0.0 | -2.0 | 1.5
CNc1cncc(-c2cccc(C(=O)NCCN(C)C)c2)n1 | 0.6 | · | · | · | 14.6 | · | · | 0.7 | · | 121.4*
O=C(CSc1nc2ccccc2o1)NC(=O)NCc1ccccc1 | -0.2 | -20.9 | -9.8 | -19.1 | 7.8 | 1.6 | 3.3 | · | -1.7 | -2.4
C=C(C)C(O)COc1c2occc2c(OC)c2ccc(=O)oc12 (centres undefined) | -0.5 | -9.3 | 12.1 | -13.3 | 7.8 | · | · | 2.2 | · | 1.9
COc1ccc(Cl)cc1NC(=S)NCCSc1ccc(C)cc1 | 0.1 | -52.7 | -0.8 | -30.3 | 1.9 | -0.8 | 21.9 | -1.2 | 6.0 | 2.9
COc1ccc(CN(C)C(=O)c2ccccc2Sc2ccccc2C#N)cc1OC | -2.5 | -9.1 | 1.3 | 7.3 | -2.4 | -2.8 | -5.5 | 2.0 | 2.0 | -0.8
CCC(CO)N=CC1=C(O)CC(c2ccccc2)CC1=O (centres undefined) | -0.3 | 9.0 | 4.3 | -5.4 | 2.4 | 4.8 | 2.3 | 3.3 | -5.1 | 0.6
CN(CCNC(=O)c1ccc(/C=N/O)nc1)Cc1ccccc1 | -0.3 | -6.1 | -7.9 | · | -3.7 | · | 2.6 | -0.8 | -3.5 | 0.6

Record cards (already shown). Screens in order: BH1578 lux ind, Rv3671c protease, MazF activator, PriA SSB inh, GDH-TPI inh, UGM FP inh, VHR inh abs, Mtb BioA inh, 3CLpro inhibitor, FBA Mtb inh
CNc1cncc(-c2cccc(C(=O)NCCN(C)C)c2)n1 across the screens: 0.6, ·, ·, ·, 14.6, ·, ·, 0.7, ·, 121.4*
COc1ccccc1C(C)NC(=O)CCOc1cccc(C)c1 (centres undefined) across the screens: -0.4, 2.2, 9.6, -17.8, 1.3, 6.8, -24.0, -1.4, -0.2, -1.7
C=C(C)C(O)COc1c2occc2c(OC)c2ccc(=O)oc12 (centres undefined) across the screens: -0.5, -9.3, 12.1, -13.3, 7.8, ·, ·, 2.2, ·, 1.9
O=C(CSc1nc2ccccc2o1)NC(=O)NCc1ccccc1 across the screens: -0.2, -20.9, -9.8, -19.1, 7.8, 1.6, 3.3, ·, -1.7, -2.4

The listing continues.
SMILES | BH1578 lux ind | Rv3671c protease | MazF activator | PriA SSB inh | GDH-TPI inh | UGM FP inh | VHR inh abs | Mtb BioA inh | 3CLpro inhibitor | FBA Mtb inh
C[N+]12CCC(CC1)C(C(O)(c1ccccc1)c1cccs1)C2 (centres undefined) | 4.2 | 0.5 | -1.6 | -0.2 | -1.9 | 0.9 | -9.0 | 0.7 | -2.1 | -0.1
OC(COCCC12CC3CC(CC(C3)C1)C2)CN1CCCCC1 (centres undefined) | i | 4.3 | 0.8 | -11.9 | 0.0 | -0.6 | -4.1 | · | 2.1 | -2.2
C=C(C)Cn1c(=O)c2c(nc3n2CCN3c2cccc(Cl)c2C)n(C)c1=O | i | -12.2 | -2.9 | -1.9 | -7.5 | -1.7 | 13.9 | 4.9 | · | 0.5
Cc1cc(N)c(-n2cc3c(=O)n(C)c(=O)n(C)c3c2)cc1C | -0.4 | -15.6 | -7.3 | -1.5 | 16.5 | 2.5 | 39.7 | -0.5 | 1.2 | 6.4
C#C[C@]1(O)CC[C@H]2[C@@H]3CCc4cc(OC)ccc4[C@H]3CC[C@@]21C | i | -0.9 | -9.5 | -0.5 | -1.4 | -1.1 | -6.8 | 0.0 | 1.7 | -2.9
COc1ccc(Cn2nnnc2C(C(C)C)N2CCN(c3ccccc3OC)CC2)cc1 (centres undefined) | i | 1.9 | 10.8 | 6.5 | 0.0 | 0.8 | 3.6 | -2.4 | -4.6 | -2.3
COCc1cc(C)nc(Nc2cc(C)ccc2C)c1C#N | i | 4.8 | -13.6 | -1.4 | 17.5 | -0.2 | 18.8 | -1.1 | 2.0 | 1.6
CCCN(CC(=O)Nc1ccccc1C)C(=O)c1ccc(S(=O)(=O)N2CCCC2)cc1 | -2.3 | 7.1 | -3.0 | -7.2 | -16.5 | -2.8 | · | 2.1 | · | 2.3
Cc1cc(C)c(NC(=O)CS(=O)CC(=O)NC2CCCc3ccccc32)c(C)c1 (centres undefined) | i | -1.3 | -3.7 | -15.8 | -5.7 | 1.2 | 4.7 | -2.0 | -2.9 | -2.0
Cc1ccccc1S(=O)(=O)Nc1ncnc2sccc12 | -1.0 | -5.7 | 4.5 | -8.3 | 4.8 | · | · | -0.6 | · | 4.0
COc1ccc(CCNC(C)CCc2ccc(OC)cc2)cc1 (centres undefined) | i | 5.2 | 11.8 | 2.1 | -3.2 | 0.2 | 4.2 | · | 1.5 | 0.7
CCN1CCN(Cc2nc3ccc([N+](=O)[O-])cc3c(=O)n2-c2ccc(OC)cc2OC)CC1 | i | 0.2 | 8.5 | 2.8 | 15.8 | 1.3 | 22.2 | · | 6.4 | -1.2
CC(=O)Nc1ccc(S(=O)(=O)N(C)CCOCc2ccccc2)cc1 | -2.2 | -1.1 | 4.4 | -2.5 | 0.8 | -3.7 | -23.4 | 4.1 | 4.0 | 1.3
CC1(c2nnc(-c3ccc(F)cc3)o2)CC(c2ccc([N+](=O)[O-])cc2)=NO1 (centres undefined) | 0.7 | 0.0 | 3.1 | 17.1 | 3.5 | -1.3 | 3.5 | 0.3 | · | -3.4
O=C(CSCc1ccccc1)N1CCN(Cc2ccc3c(c2)OCO3)CC1 | -0.2 | 1.1 | 0.6 | -3.7 | -4.9 | 0.7 | 22.0 | 2.5 | -2.0 | -3.3
CCCCn1c(SCC(N)=O)nc2sc3c(c2c1=O)CCC3 | -0.8 | 4.7 | 7.3 | 0.5 | 22.8 | -0.6 | -7.8 | -0.6 | -1.9 | 1.6
COC(=O)c1ccc(CN2C(=O)c3ccccc3C2=O)o1 | -0.5 | 10.0 | 14.9 | 0.6 | -1.5 | 0.6 | 20.3 | -0.6 | 2.2 | -0.4
Cc1ccccc1C(=O)NCC(C)NC(=O)c1ccccc1C (centres undefined) | -0.4 | 0.2 | -0.5 | -12.3 | -6.4 | 3.6 | · | · | · | 0.5
Cc1oc(CC(C)C)cc1C(N)=O | i | -2.2 | 8.0 | -9.2 | -0.9 | -0.5 | 8.5 | · | 3.3 | 0.3
CC(C)n1c(SCC(=O)NC2CC2)nnc1-c1ccco1 | -4.5 | -1.9 | -7.5 | -11.8 | 5.0 | 1.6 | 18.8 | -0.3 | -4.6 | 1.4
O=C1CC(Nc2ccccc2)C(=O)N1Cc1ccccc1 (centres undefined) | -0.3 | 0.5 | -1.2 | -15.7 | 2.5 | -2.8 | 6.2 | -1.3 | 1.7 | 4.2
CC1(C(=O)Nc2ccc3[nH]ncc3c2)CCN1C(=O)CC(c1ccccc1)c1ccccc1 (centres undefined) | -0.2 | · | · | · | -0.9 | · | · | -0.4 | · | 5.2
COc1ccc(NC(=O)CNS(=O)(=O)c2ccc(Cl)cc2)cc1OC | -0.6 | 0.4 | 7.9 | 0.7 | 11.5 | 1.4 | -14.3 | 0.6 | 3.4 | 5.7
CCOC(=O)c1cnc(N2CCOCC2)[nH]c1=O | -0.3 | -0.5 | 5.0 | -14.2 | -6.6 | 0.5 | 6.2 | 0.7 | -2.8 | 3.1
Cc1nc2cc(NS(=O)(=O)c3cccc(F)c3)ccc2s1 | -1.4 | 6.8 | -26.4 | -5.0&-17.2 | -5.1 | 0.3 | -5.2 | · | 1.9 | 1.9

Some of the compounds tested (hit frequency here may not be typical).
